CCR6 antag: antagonists of human CCR6 receptor; CHO-K1 CCR6 PathHunter beta-arrestin, luminescence, CCL20-stimulated; inhibition, % at 20 µM; 0.49% of 340,000 active;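 active = compounds whose inhibition of the agonist-driven luminescence signal at 20 µM reaches about 50%, limit read from the data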;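 also: cells stimulated with CCL20 at 14 nM final; plate controls were DMSO with CCL20 for no effect and DMSO without agonist for full effect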
Target sequence (P51684 whole entry, looked up): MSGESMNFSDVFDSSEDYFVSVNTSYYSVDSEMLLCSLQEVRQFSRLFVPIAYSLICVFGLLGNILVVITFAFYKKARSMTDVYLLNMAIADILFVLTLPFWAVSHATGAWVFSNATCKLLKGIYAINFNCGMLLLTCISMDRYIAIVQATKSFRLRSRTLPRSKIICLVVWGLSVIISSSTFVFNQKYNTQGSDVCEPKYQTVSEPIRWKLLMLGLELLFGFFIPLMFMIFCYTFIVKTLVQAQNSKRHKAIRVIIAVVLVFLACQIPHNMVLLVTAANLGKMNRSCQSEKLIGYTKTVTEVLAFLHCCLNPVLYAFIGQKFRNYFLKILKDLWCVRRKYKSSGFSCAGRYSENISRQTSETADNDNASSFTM
CHOP UPR activ: apoptotic UPR (CHOP) activation | activation, % at 10 µM | 0.34% of 330,000 active | CHO-CHOP luciferase reporter, luminescence; percent of tunicamycin response over DMSO baseline;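 active = at 10 µM dose, activation of 40% or more, normalized to positive control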;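 also: 100% = tunicamycin at 10 µg/mL and 0% = DMSO alone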
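System: CHO-CHOP luciferase reporter cell line | Buffer or medium: F12 medium containing 10% fetal bovine serum | Doses: One dose, 10 µM in 0.5% DMSO | Times: 6 h compound exposure at 37 °C after overnight seeding | Signal: Luciferase luminescence | Read-out: % activation vs tunicamycin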
Gli-Sufu block: blocks Gli-Sufu signaling in a luciferase reporter; Sufu-KO-LIGHT fibroblasts, Gli luciferase reporter luminescence; inhibition, % at 5 µM; 0.74% of 340,000 active; AID 588413;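 active = inhibition above about 55%, limit read from the data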;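 also: 0% = DMSO-treated cells and 100% = wells with medium but no cells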
697 NFkB inh: inhibitors of the PMA/ionomycin-induced NF-kB reporter in 697 B cells. inhibition, % at 4 µM. 697 B-cell NF-kB luciferase reporter, 16 h. 0.33% of 330,000 active; in the data active = inhibition above about 35%
EBI2 block: antagonists of human EBI2 receptor. EBI2 beta-arrestin recruitment, luminescence, 7a,25-OHC stimulated. AID 651636. 0.81% of 360,000 active. inhibition, % at 5 µM; in the data active = inhibition above about 38%;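 also: enzyme fragment complementation signal reports receptor beta-arrestin coupling in cells; 0% = agonist plus DMSO wells and 100% = wells without agonist; some results beyond the cut were filed as inactive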
UPR XBP1 act: adaptive UPR (XBP1) activation; 0.33% of 330,000 active; CHO-XBP1 luciferase reporter, IRE1-XBP1 UPR activation, luminescence; percent of tunicamycin response, DMSO as zero; activation, % at 20 µM; AID 463104;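 active = versus positive control, 20 µM dose yields 30% or more activation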;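 also: 100% = tunicamycin at 10 µg/mL and 0% = DMSO only wells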
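Material: CHO cell line with stable XBP1 luciferase reporter; buffer or medium: F12 medium containing 10% fetal bovine serum; compound: single point, 20 µM final compound, 1% DMSO; incubation: 6 h treatment, 37 °C; measured by: glow luminescence from Steady-Glo reagent; evaluation: activation, % of tunicamycin; control set: tunicamycin high, DMSO low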
CXCR6 block: CXCR6 (human) receptor inhibition; CHO-K1 PathHunter CXCR6 beta-arrestin, luminescence; inhibition, % at 20 µM; 0.36% of 360,000 active; in the data active = inhibition above about 34%, passing the limit was not always enough;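 also: antagonist mode with CXCL16 agonist at 10 nM final; 0% = 10 nM CXCL16 with DMSO and 100% = unstimulated wells without agonist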
Target sequence (O00574 whole entry, looked up): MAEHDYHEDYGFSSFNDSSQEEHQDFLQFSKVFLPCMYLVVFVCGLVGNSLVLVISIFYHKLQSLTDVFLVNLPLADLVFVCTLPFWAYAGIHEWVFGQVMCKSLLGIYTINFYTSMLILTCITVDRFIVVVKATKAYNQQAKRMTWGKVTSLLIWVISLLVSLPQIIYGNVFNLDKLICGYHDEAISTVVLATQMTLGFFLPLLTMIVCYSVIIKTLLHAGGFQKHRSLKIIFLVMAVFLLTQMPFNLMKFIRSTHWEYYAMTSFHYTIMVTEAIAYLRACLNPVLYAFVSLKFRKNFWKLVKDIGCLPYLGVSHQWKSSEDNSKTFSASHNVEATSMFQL
Jurkat NFkB inh: lowers PMA/ionomycin-induced NF-kB signal in Jurkat cells; 0.53% of 330,000 active; PMA/ionomycin-induced NF-kB luciferase reporter, luminescence; inhibition, % at 4 µM; in the data active = inhibition above about 50%
Mdm2-MdmX inh: disrupts the human Mdm2-MdmX interaction; SaOS-2 split-luciferase Mdm2/MdmX complementation, luminescence; O15151+Q00987; 3% of 330,000 active; inhibition, % at 8 µM; AID 485346;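 active = inhibition of at least 50% at 8 µM in the primary screen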
* hit, by the source's call.

For CCC(CC)c1nnc(NC(=O)c2ccc3ccccc3n2)s1 the results were CCR6 antag 10, CHOP UPR activ 7.3, Gli-Sufu block -85, 697 NFkB inh -168, EBI2 block 5, UPR XBP1 act 1, CXCR6 block 19, Jurkat NFkB inh -84 and Mdm2-MdmX inh -195.
Screening COc1ccc(Cl)cc1S(=O)(=O)N1CCN(C(=O)c2ccco2)CC1 returned CCR6 antag 9, CHOP UPR activ -1.6, Gli-Sufu block 0, 697 NFkB inh 6, EBI2 block 5, UPR XBP1 act -5, CXCR6 block -4, Jurkat NFkB inh -11 and Mdm2-MdmX inh 2.
`CN(CCOc1ccccc1)C(=O)c1ccc(Cl)c(S(=O)(=O)N2CCCCC2)c1` gave CCR6 antag 21, CHOP UPR activ -1.7, Gli-Sufu block -1, 697 NFkB inh 5, EBI2 block 6, UPR XBP1 act -1, CXCR6 block 7, Jurkat NFkB inh -12 and Mdm2-MdmX inh 10.
For Cc1ccc(CNC(=O)C2CCCN2C(=O)Nc2ccccc2)cc1 (stereo unspecified) the results were CCR6 antag 21, CHOP UPR activ -1.7, Gli-Sufu block -14, 697 NFkB inh -1, EBI2 block -2, UPR XBP1 act -5, CXCR6 block 4, Jurkat NFkB inh -1 and Mdm2-MdmX inh 4.
Screening OC(CNC1Cc2ccccc2C1)COc1ccc(F)cc1 (stereo unspecified) returned CCR6 antag 10, CHOP UPR activ -2.0, Gli-Sufu block 9, 697 NFkB inh 7, EBI2 block 2, UPR XBP1 act -4, CXCR6 block 15, Jurkat NFkB inh 3 and Mdm2-MdmX inh -25.
For Cc1ccc(S(=O)(=O)N2CCN(C(=O)COC(=O)/C=C/c3ccc(C(F)(F)F)cc3)CC2)c(C)c1 the results were CCR6 antag 11, Gli-Sufu block -37, EBI2 block -6 and CXCR6 block -9.
`COC(=O)c1ccc(Oc2coc3cc(OCc4cnn(-c5ccccc5)c4)ccc3c2=O)cc1` gave CCR6 antag -11, CHOP UPR activ 4.6, Gli-Sufu block 1, 697 NFkB inh -5, EBI2 block 1, UPR XBP1 act 7, CXCR6 block 0, Jurkat NFkB inh 13 and Mdm2-MdmX inh 2.
For O=C(CSc1nnc(-c2cc(-c3cccs3)nc3ccccc23)o1)NC1CCCCC1 the results were CCR6 antag -10, CHOP UPR activ 0.3, Gli-Sufu block 7, 697 NFkB inh 8, EBI2 block 9, UPR XBP1 act -4, CXCR6 block -4, Jurkat NFkB inh -2 and Mdm2-MdmX inh 39.
Screening Cc1c(Cc2ccccc2)c(=O)oc2c(C)c(OC(C)C(=O)NCC3CCC(C(=O)O)CC3)ccc12 (stereo unspecified) returned CCR6 antag 0, CHOP UPR activ -2.6, Gli-Sufu block 2, 697 NFkB inh 9, EBI2 block 3, UPR XBP1 act -4, CXCR6 block 2, Jurkat NFkB inh -9 and Mdm2-MdmX inh 14.
COc1ccc2c(c1)cc1c(=O)n(CC(=O)NC(C)CCc3ccccc3)nc(C)n12 (stereo unspecified) was read as CCR6 antag -2, CHOP UPR activ -1.6, Gli-Sufu block -5, 697 NFkB inh -8, EBI2 block -13, UPR XBP1 act -5, CXCR6 block -2, Jurkat NFkB inh -22 and Mdm2-MdmX inh 15.
Screening CC1CCCCC12NC(=O)N(CC(=O)N1CCc3ccccc31)C2=O (stereo unspecified) returned CCR6 antag 12, CHOP UPR activ 2.8, Gli-Sufu block 3, 697 NFkB inh 23, EBI2 block -9, UPR XBP1 act -1, CXCR6 block -4, Jurkat NFkB inh 1 and Mdm2-MdmX inh 16.
COc1cccc(-c2nnc3n2N=C(C(C)(C)C)CS3)c1 was read as CCR6 antag 6, CHOP UPR activ -4.8, Gli-Sufu block -10, 697 NFkB inh 5, EBI2 block 17, UPR XBP1 act -2, CXCR6 block 2, Jurkat NFkB inh 49 and Mdm2-MdmX inh 85*.
Cc1cc(C)c2c(NC(=S)NC(=O)c3ccccc3)n[nH]c2n1 was read as CCR6 antag 6, CHOP UPR activ 1.2, Gli-Sufu block -6, 697 NFkB inh -3, EBI2 block 2, UPR XBP1 act 8, CXCR6 block 19, Jurkat NFkB inh 0 and Mdm2-MdmX inh 8.
Screening COc1ccc(/C=N\NC(=O)COc2ccc(C(C)(C)C)cc2)cc1Cn1nc(C)cc1C returned CCR6 antag 3, CHOP UPR activ 1.6, Gli-Sufu block 0, 697 NFkB inh 0, EBI2 block 1, UPR XBP1 act -5, CXCR6 block -1, Jurkat NFkB inh 9 and Mdm2-MdmX inh 34.
For CC(=O)Nc1nccc(-c2cc(-c3ccccc3)no2)n1 the results were CCR6 antag 2, CHOP UPR activ 3.6, Gli-Sufu block -51, 697 NFkB inh -37, UPR XBP1 act 2, Jurkat NFkB inh -60 and Mdm2-MdmX inh -44.
For Cc1ccc(NC(=O)/C(C#N)=C(\N)C(Cl)(Cl)Cl)nc1 the results were CCR6 antag -25, CHOP UPR activ 25, Gli-Sufu block -77, 697 NFkB inh -50, EBI2 block -9, UPR XBP1 act 30, CXCR6 block -10, Jurkat NFkB inh -51 and Mdm2-MdmX inh 10.
For CCOc1ccccc1OC(=O)c1cc2ccccc2oc1=O the results were CCR6 antag 7, CHOP UPR activ 1.2, Gli-Sufu block -6, 697 NFkB inh -3, EBI2 block 2, UPR XBP1 act 4, CXCR6 block -1, Jurkat NFkB inh -3 and Mdm2-MdmX inh 8.
`COc1ccc(NC(=O)C2CCN(S(=O)(=O)c3c(C)noc3C)CC2)cc1OC` gave CCR6 antag 7, CHOP UPR activ -1.9, Gli-Sufu block 4, 697 NFkB inh -4, EBI2 block -10, UPR XBP1 act -3, CXCR6 block -2, Jurkat NFkB inh 2 and Mdm2-MdmX inh 10.
COc1ccc(-c2csc3ncnc(N4CCN(S(=O)(=O)c5cccc(C(F)(F)F)c5)CC4)c23)cc1 was read as CCR6 antag 12, CHOP UPR activ 4.7, Gli-Sufu block 5, 697 NFkB inh 11, EBI2 block 28, UPR XBP1 act 1, CXCR6 block 13, Jurkat NFkB inh 15 and Mdm2-MdmX inh 21.
Cc1cccc(CN2CCc3c(OCC(=O)N4CCCc5ccccc54)cccc3C2=O)c1 was read as CCR6 antag 25, CHOP UPR activ 5.5, Gli-Sufu block 3, 697 NFkB inh 5, EBI2 block 23, UPR XBP1 act 0, CXCR6 block 12, Jurkat NFkB inh 0 and Mdm2-MdmX inh 29.
`Cc1cccn2c(=O)c3cc(C(=O)NCCc4ccccc4)sc3nc12` gave CCR6 antag -3, CHOP UPR activ 3.2, Gli-Sufu block -45, 697 NFkB inh -22, EBI2 block 5, UPR XBP1 act 2, CXCR6 block 0, Jurkat NFkB inh -28 and Mdm2-MdmX inh 24.
`COc1ccc(CCC(=O)N2CCN(S(=O)(=O)c3ccc(OC(F)(F)F)cc3)CC2)cc1` gave CCR6 antag 5, CHOP UPR activ -2.8, Gli-Sufu block 7, 697 NFkB inh -2, EBI2 block 54*, UPR XBP1 act 0, CXCR6 block 5, Jurkat NFkB inh -6 and Mdm2-MdmX inh 10.
For Cc1c(NC(=O)COc2ccc3ccccc3c2)c(=O)n(-c2ccccc2)n1C the results were CCR6 antag -12, CHOP UPR activ 0.6, Gli-Sufu block -6, 697 NFkB inh 13, UPR XBP1 act -7, Jurkat NFkB inh -1 and Mdm2-MdmX inh -1.
`Cc1ccc(C2C(=O)N(C3CCCC3)CC(=O)N2CC2COc3ccccc3O2)cc1` (stereo unspecified) gave CCR6 antag 4, CHOP UPR activ -0.5, Gli-Sufu block 4, 697 NFkB inh 4, EBI2 block -1, UPR XBP1 act -3, CXCR6 block 4, Jurkat NFkB inh -7 and Mdm2-MdmX inh -15.
For O=C(O)C1=CCCc2ccc(F)cc21 the results were CCR6 antag 7, Gli-Sufu block 1, EBI2 block -6 and CXCR6 block 3.
For CC(=O)N/C(=C\c1ccc(F)cc1)C(=O)NC(Cc1c[nH]c2ccccc12)C(=O)O (stereo unspecified) the results were CCR6 antag 7, CHOP UPR activ -0.3, Gli-Sufu block -2, 697 NFkB inh 16, EBI2 block -9, UPR XBP1 act 6, CXCR6 block 1, Jurkat NFkB inh 3 and Mdm2-MdmX inh 13.
For CCc1ccc(NC(=O)NCCN2CCc3ccccc3C2)cc1 the results were CCR6 antag 1, CHOP UPR activ 1.9, Gli-Sufu block -5, 697 NFkB inh -5, EBI2 block 4, UPR XBP1 act 1, CXCR6 block -5, Jurkat NFkB inh -15 and Mdm2-MdmX inh -17.
For C/C(=N\NC(=S)Nc1ccc(C)cc1)c1cccc(N)c1 the results were CCR6 antag 24, CHOP UPR activ 0.4, Gli-Sufu block -12, 697 NFkB inh 5, EBI2 block 6, UPR XBP1 act -2, CXCR6 block 10, Jurkat NFkB inh -16 and Mdm2-MdmX inh -24.
`COc1ccc(CCN=C(N)NS(=O)(=O)c2ccccc2)cc1OC` gave CCR6 antag 1, CHOP UPR activ 0.7, Gli-Sufu block -8, 697 NFkB inh -21, EBI2 block 1, UPR XBP1 act 1, CXCR6 block 3, Jurkat NFkB inh -5 and Mdm2-MdmX inh 7.
Cc1ccc2cc(CN(CC3CCCO3)C(=S)Nc3ccccc3)c(=O)[nH]c2c1 (stereo unspecified) was read as CCR6 antag 5, CHOP UPR activ -0.6, 697 NFkB inh -14, EBI2 block -7, UPR XBP1 act -1, CXCR6 block 3, Jurkat NFkB inh 49 and Mdm2-MdmX inh 27.
Screening CC(=O)Nc1ccc(Sc2ccccc2C(=O)Nc2ccc(F)cc2)cn1 returned CCR6 antag 5, CHOP UPR activ 0.3, Gli-Sufu block 2, 697 NFkB inh 2, EBI2 block -10, UPR XBP1 act -2, CXCR6 block -6, Jurkat NFkB inh 20 and Mdm2-MdmX inh 7.
Screening N#Cc1ccc(C23CC4CC(CC(C4)C2)C3)[nH]c1=O returned CCR6 antag -5, CHOP UPR activ -1.4, Gli-Sufu block 12, 697 NFkB inh 6, EBI2 block 7, UPR XBP1 act -2, CXCR6 block -1, Jurkat NFkB inh -5 and Mdm2-MdmX inh 10.
For O=C(CSc1nc2ccccc2[nH]1)N1CCCCC1 the results were CCR6 antag -15, CHOP UPR activ 5.2, Gli-Sufu block -46, 697 NFkB inh -44, EBI2 block 0, UPR XBP1 act 0, CXCR6 block 4, Jurkat NFkB inh -53 and Mdm2-MdmX inh -40.
`CCC(=O)C1=C(N2CCCC2)CC(C)(C)CC1=O` gave CCR6 antag 4, CHOP UPR activ -1.4, Gli-Sufu block -4, 697 NFkB inh 4, EBI2 block -10, UPR XBP1 act -1, CXCR6 block 6, Jurkat NFkB inh -17 and Mdm2-MdmX inh 16.
For Cc1ccc(-c2cc(C(=O)OCC(=O)N(C)C3CCS(=O)(=O)C3)c3ccccc3n2)c(C)c1 (stereo unspecified) the results were CCR6 antag -4, CHOP UPR activ -0.4, Gli-Sufu block -1, 697 NFkB inh -8, EBI2 block 0, UPR XBP1 act -1, CXCR6 block 8, Jurkat NFkB inh 7 and Mdm2-MdmX inh 7.
For CC1CCCCC1NC(=O)/C(C#N)=C/c1ccc2c(c1)OCCO2 (stereo unspecified) the results were CCR6 antag 25, CHOP UPR activ 4.0, Gli-Sufu block -1, 697 NFkB inh -37, UPR XBP1 act 1, Jurkat NFkB inh 7 and Mdm2-MdmX inh -23.

Screening data (PubChem BioAssay)
